Source: PubChem BioAssay (The Scripps Research Institute Molecular Screening Center)
M1 PAM parental: nonselective calcium activators in parental CHO-K1 cells, primary screen, counter-screen for M1 PAM project, cell-based, Fluo-8 calcium fluorescence, full deck, 1536-well; ATP EC20; 0% at ATP EC20, 100% at ATP max; activation, % at 3 µM; 360,000 compounds, 0.02% hits; AID 602247, 2012;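 active = activation above the run cutoff, the mean activation of all test compounds plus 3 SD, cut at about 40% in these data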;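 note: peak over basal fluorescence ratio in a 140 s read after ATP addition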
M1 PAM: human M1 muscarinic receptor positive allosteric modulators, primary screen, CHO-K1 cells, Fluo-8 calcium fluorescence, 1536-well; Muscarinic acetylcholine receptor M1 (Homo sapiens), P11229; CHO-K1 hM1, ACh EC20; 0% = ACh EC20, 100% = maximal ACh; activation, % at 3 µM; 360,000 compounds, 0.088% hits; in the data active = activation above about 19%, passing the limit was not always enough
Target sequence (P11229 whole entry, looked up): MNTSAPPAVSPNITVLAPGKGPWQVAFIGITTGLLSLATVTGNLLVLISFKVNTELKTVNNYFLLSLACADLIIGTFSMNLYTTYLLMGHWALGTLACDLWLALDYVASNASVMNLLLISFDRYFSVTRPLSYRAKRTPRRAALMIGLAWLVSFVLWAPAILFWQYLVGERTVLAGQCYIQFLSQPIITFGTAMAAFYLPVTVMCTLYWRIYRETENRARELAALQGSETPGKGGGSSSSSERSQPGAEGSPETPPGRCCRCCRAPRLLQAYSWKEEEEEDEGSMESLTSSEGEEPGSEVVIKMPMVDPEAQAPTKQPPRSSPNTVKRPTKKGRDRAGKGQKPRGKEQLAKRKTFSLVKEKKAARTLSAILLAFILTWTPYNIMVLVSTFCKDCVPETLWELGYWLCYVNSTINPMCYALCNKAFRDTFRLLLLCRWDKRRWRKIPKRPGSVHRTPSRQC
TAAR1 ag: human TAAR1 agonists, primary screen, Fluo-8 calcium fluorescence, CHO RD-HGA16 cells; Trace amine-associated receptor 1 (Homo sapiens), Q96RJ0; vehicle wells 0%, saturating PEA agonist 100%; activation, % at 3 µM; 360,000 compounds, 0.99% hits; AID 624467, 2012;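 active = activation above the mean activation of all test compounds in the run plus 3 SD, cut at about 38% in these data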
Target sequence (Q96RJ0 whole entry, looked up): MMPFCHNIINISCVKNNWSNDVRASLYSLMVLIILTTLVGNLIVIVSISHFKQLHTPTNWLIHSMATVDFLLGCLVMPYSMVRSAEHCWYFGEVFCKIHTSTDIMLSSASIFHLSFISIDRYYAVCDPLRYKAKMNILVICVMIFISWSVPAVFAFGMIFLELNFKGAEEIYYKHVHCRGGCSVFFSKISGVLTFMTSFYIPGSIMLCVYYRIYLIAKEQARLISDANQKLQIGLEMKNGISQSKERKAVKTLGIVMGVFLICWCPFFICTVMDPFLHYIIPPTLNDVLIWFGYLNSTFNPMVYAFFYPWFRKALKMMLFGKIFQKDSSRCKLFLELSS
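Benchmarks: low control DMSO, high control PEA (EC100); System: CHO RD-HGA16 cells carrying human TAAR1 plus Gα16; Detection: Fluo-8 fluorescence, 5 s baseline then 140 s kinetic read; Schedule: 17-24 h plating, Fluo-8 75 min 37 °C, 30 min RT; Read-out basis: % activation from peak over basal fluorescence ratio, DMSO-to-PEA scaled.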
TAAR1 antag: human TAAR1 antagonists, primary screen, Fluo-8 calcium fluorescence, CHO RD-HGA16 cells. inhibition, % at 3 µM. Trace amine-associated receptor 1 (Homo sapiens), Q96RJ0. antagonist. 360,000 compounds, 1.5% hits;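 active = inhibition above a per-plate cutoff, the mean inhibition of test compounds on that plate plus 3 SD, cut at about 49% in these data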;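 note: 0% = DMSO plus EC80 beta-PEA response and 100% = DMSO alone without agonist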
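Assay system: RD-HGA16 CHO cells with stable hTAAR1 and Gα16 / Reagent: EC80 β-phenethylamine stimulus / Doses: 3 µM, single point / Timing: dye loading 75 min at 37 °C, then 30 min room temperature / Measured by: Fluo-8 intracellular calcium dye fluorescence, real-time kinetic reads / Controls: vehicle wells and EC80 agonist wells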
CHO-K1 Ca ag: counter-screen for M1 agonists: effect in parental CHO-K1 cells | AID 602248, 2012 | Fluo-8 calcium fluorescence; scaled to maximal ATP response, vehicle zero | activation, % at 3 µM | 360,000 compounds, 0.48% hits; in the data active = activation above about 15%;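 note: untransfected CHO-K1 host cells lacking M1 receptor as counterscreen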
CHRM1 agonist: human M1 muscarinic receptor agonists, primary screen, Fluo-8 calcium fluorescence, CHO-K1 cells, HTS | 360,000 compounds, 0.33% hits | activation, % at 3 µM | Muscarinic acetylcholine receptor M1 (Homo sapiens), P11229 | CHO-K1 hM1, agonist mode; 0% DMSO, 100% acetylcholine EC100;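 active = activation above the run's mean compound activation plus 3 SD, cut at about 16% in these data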;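 note: peak over basal fluorescence ratio within a 140 s kinetic read after compound addition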
CHO-K1 Ca antag: M1 antagonist counterscreen hit in parental CHO-K1 cells; inhibition, % at 3 µM; AID 602250; 360,000 compounds, 0.6% hits; ATP-induced calcium, Fluo-8 fluorescence;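 active = inhibition above a per-plate cutoff, the plate's mean sample inhibition plus 3 SD, cut at about 24% in these data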;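 note: 0% = DMSO plus EC80 ATP and 100% = DMSO alone without ATP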
CHO parental Ca: ATP-evoked calcium signal inhibitors, parental CHO, primary screen, counter-screen for OX1R antagonist project, cell-based, fluorescence, Fluo-8 calcium dye | parental CHO-K1, ATP-induced calcium, Fluo-8 fluorescence | inhibition, % at 5.6 µM | 330,000 compounds, 0.63% hits;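 active = inhibition above that plate's mean sample inhibition plus 3 SD, cut at about 26% in these data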;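 note: 0% = ATP-challenged DMSO wells and 100% = DMSO wells without ATP; some compounds past the cut are filed as inactive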
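Assay system: parental CHO cells; Read-out basis: percent inhibition of ATP-evoked calcium rise, normalized to controls; Benchmarks: ATP and no-ATP DMSO wells; Compound dosing: single nominal dose of 5.6 µM per compound; Signal: Fluo-8 calcium dye fluorescence; Also added: ATP as calcium-mobilizing challenge; Repeats: singlicate.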
CHRM1 antagonist: human M1 muscarinic receptor antagonists, primary screen, CHO-K1 cells, Fluo-8 calcium fluorescence, 1536-well; Muscarinic acetylcholine receptor M1 (Homo sapiens), P11229; CHO-K1 hM1, ACh EC80 antagonist; inhibition, % at 3 µM; 360,000 compounds, 1.3% hits;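 active = percent inhibition above its own plate's cutoff, namely the mean of that plate's compound wells plus 3 SD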;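 note: peak over basal fluorescence ratio during 140 s after agonist addition; 0% = ACh EC80 plus DMSO and 100% = DMSO alone without agonist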
* = called active by the depositor; / = no result given.

Key to letters: A = M1 PAM parental; B = M1 PAM; C = TAAR1 ag; D = TAAR1 antag; E = CHO-K1 Ca ag; F = CHRM1 agonist; G = CHO-K1 Ca antag; H = CHO parental Ca; I = CHRM1 antagonist
(1) COc1cccc(C2CC(c3cccs3)=NN2C(=S)Nc2ccccc2)c1OC (stereo not given)
  A: 8 | B: 1 | C: 5 | D: 17 | E: 0.4 | F: -2 | G: 2 | H: -28 | I: 12

(2) CSc1nc2ccc3nc(NC(=O)C4COc5ccccc5O4)sc3c2s1 (stereo not given)
  A: 9 | B: -5 | C: 1 | D: 36 | E: -0.4 | F: -2 | G: 7 | H: -10 | I: 8

(3) Cn1sc(=O)c2cc(S(=O)(=O)NC3CC3)ccc21
  A: 33 | B: 15 | C: 24 | D: -46 | E: 9.9 | F: -1 | G: -25 | H: -15 | I: -17

(4) COc1ccc(-c2cc3ccccc3n2CC(O)CN2CCN(CCO)CC2)cc1 (stereo not given)
  A: 19 | B: 5 | C: 4 | D: 13 | E: 0.3 | F: -2 | G: -2 | H: -6 | I: -7

(5) Cc1nc2ccccn2c1C(=O)c1ccccc1
  A: 18 | B: 3 | C: -4 | D: 3 | E: 0.9 | F: -4 | G: -9 | H: 0 | I: -6

(6) CC(C)(C)c1ccc(C(=O)NC(CC(=O)O)c2ccc(OC3CCCC3)cc2)cc1 (stereo not given)
  A: 9 | B: 13 | C: 10 | D: -15 | E: 1.4 | F: -8 | G: -23 | H: -6 | I: -26

(7) COc1ccc(N(C)C(=O)c2cc3c(Cl)nc4ccccc4c3s2)cc1
  A: 20 | B: -13 | C: 7 | D: 28 | E: 2.4 | F: -10 | G: -17 | H: -16 | I: 10

(8) NCCCC[C@@H](C(=O)NCCCCCCCCCCC(=O)N1CCNCC1)n1cc(CCCC(=O)O)nn1
  A: -21 | B: 3 | C: / | D: / | E: -0.4 | F: -6 | G: 16 | H: -6 | I: -1

(9) Cc1ccc(N2CC(C(=O)OCC(=O)Nc3ccc(Cl)cc3)CC2=O)cc1 (stereo not given)
  A: -10 | B: 1 | C: 8 | D: 4 | E: -0.2 | F: -1 | G: -8 | H: -12 | I: 3

(10) CC1C=CCC2C(=O)N(c3ccc(Cl)cc3O)C(=O)C12 (stereo not given)
  A: 19 | B: 17 | C: 1 | D: 12 | E: 0.1 | F: -2 | G: -8 | H: -7 | I: -13

(11) O=C(CCn1c(=O)oc2ccccc21)NCCCN1CCOCC1
  A: -2 | B: 4 | C: -1 | D: -5 | E: -0.1 | F: -3 | G: -14 | H: -9 | I: -9

(12) CCc1c(O)nc(SCC(=O)NC(C)(C)C)n(-c2ccccc2)c1=O
  A: 8 | B: 0 | C: 10 | D: 1 | E: 0.0 | F: -4 | G: -3 | H: -2 | I: -9

(13) CCN(CC(=O)Nc1ccccc1OC)C(=O)c1ccccc1Sc1ccccc1C#N
  A: -13 | B: -2 | C: 9 | D: 16 | E: 3.8 | F: -3 | G: -9 | H: -24 | I: 4

(14) CCN(CC)c1ccc(S(=O)(=O)N2CCOCC2)cc1NC(=O)COC(=O)c1ccco1
  A: 0 | B: -4 | C: 10 | D: 3 | E: 0.9 | F: -4 | G: 1 | H: -15 | I: 7

(15) CCC(=O)Oc1c(S(=O)(=O)c2ccc(C)cc2)c(C)nn1C(C)(C)C
  A: 11 | B: 0 | C: 7 | D: 5 | E: -0.4 | F: -2 | G: -9 | H: 8 | I: -13

(16) CC(C)Nc1ncnc2c1ncn2[C@H]1CN(Cc2ccco2)C[C@@H](CO)O1
  A: 17 | B: 4 | C: 0 | D: 0 | E: 0.0 | F: -1 | G: 2 | H: / | I: -9

(17) CC(C)CNC(=O)C(=O)N/N=C/c1cccs1
  A: -16 | B: -6 | C: 13 | D: -18 | E: -0.7 | F: -4 | G: 18 | H: 16 | I: 4

(18) Cc1ccc2nc(NC(=O)/C=C/c3ccc4c(c3)OCO4)sc2c1
  A: 24 | B: 12 | C: 0 | D: -18 | E: 0.7 | F: -1 | G: -5 | H: -7 | I: -13

(19) COC(C/C=C/C(=O)[C@H](C)OCc1ccccc1)OC
  A: 13 | B: 7 | C: / | D: / | E: 0.5 | F: 0 | G: -16 | H: 4 | I: 0

(20) COc1ccc(OC)c(NC(=O)C2(C)CCN2CCc2ccccc2)c1 (stereo not given)
  A: 25 | B: -3 | C: 18 | D: 20 | E: 2.9 | F: 10 | G: -7 | H: / | I: -1

(21) COc1cccc(C(=O)NCC(=O)N/N=C/c2c(C)[nH]c3ccccc23)c1
  A: -9 | B: -4 | C: 6 | D: 17 | E: 1.4 | F: -2 | G: -6 | H: -4 | I: 1

(22) N#C/C(=C\c1ccc(Cl)cc1)c1nc(-c2ccco2)cs1
  A: -8 | B: 1 | C: -1 | D: 0 | E: -0.4 | F: -4 | G: 11 | H: 0 | I: 0

(23) CCOc1ccc(N=Nc2c(=O)[nH]n3c(=O)c4c([nH]c23)CCCC4)cc1
  A: 27 | B: 4 | C: 1 | D: 6 | E: -0.7 | F: -1 | G: -8 | H: -5 | I: -4

(24) CC1(N(O)C=C2C=CC(=O)C=C2)CCCCC1=O (stereo not given)
  A: 23 | B: 14 | C: 1 | D: -9 | E: 2.4 | F: 0 | G: -14 | H: -1 | I: -8

(25) CCCNC(=O)c1cc2cc([N+](=O)[O-])ccc2s1
  A: -2 | B: 2 | C: 7 | D: -7 | E: 3.8 | F: 1 | G: 0 | H: 5 | I: -4

(26) O=C(COc1ccccc1Cl)Nc1nc(-c2cccs2)cs1
  A: -6 | B: -6 | C: 11 | D: 44 | E: 0.1 | F: -4 | G: 19 | H: -8 | I: 17

(27) CC(O)(c1cccs1)C(C(=O)O)c1ccccc1 (stereo not given)
  A: 9 | B: 0 | C: -1 | D: -5 | E: 2.2 | F: 6 | G: -3 | H: / | I: -4

(28) O=C(O)CCCCCNS(=O)(=O)c1cccc2c1C(=O)c1ccccc1C2=O
  A: 18 | B: 2 | C: 1 | D: 3 | E: 0.5 | F: -6 | G: -9 | H: -7 | I: -11

(29) Cc1csc(NC(C)c2nc3cc(Cl)c(N4CCCCC4)cc3n2CCOCCO)n1 (stereo not given)
  A: 7 | B: 4 | C: 7 | D: -20 | E: -0.2 | F: -4 | G: -11 | H: -20 | I: -2

(30) CCN(CC(=O)Nc1ccc(NC(C)=O)cc1)C(=O)c1ccc(C(=O)c2ccccc2)cc1
  A: 7 | B: 5 | C: 15 | D: -12 | E: 0.3 | F: -1 | G: 5 | H: -12 | I: -4

(31) CCCC(C)NNC(=O)c1cc2ccccc2[nH]1 (stereo not given)
  A: -10 | B: 9 | C: 2 | D: 4 | E: 0.5 | F: -1 | G: 7 | H: 1 | I: -4

(32) Cc1ccc(S(=O)(=O)N2CCC(=O)N(C(COCc3cccc(C)c3)Cc3ccccc3)CC2)cc1 (stereo not given)
  A: -2 | B: -6 | C: 4 | D: 29 | E: 0.1 | F: -5 | G: -16 | H: -3 | I: 2

(33) CN(C)S(=O)(=O)c1ccc(C(=O)OCc2nnc(-c3ccccc3)o2)cc1
  A: 7 | B: 5 | C: 5 | D: -2 | E: 5.7 | F: -2 | G: -17 | H: -2 | I: -7

(34) Cc1ccc(N2C(=O)CC(n3ccnc3)C2=O)cc1C (stereo not given)
  A: 10 | B: 10 | C: 13 | D: 9 | E: 0.0 | F: -4 | G: -2 | H: -13 | I: -12

(35) O=C(NCCCNC(=O)c1cccnc1)c1ccc(Cl)cc1
  A: -15 | B: 1 | C: 2 | D: -13 | E: 0.2 | F: -3 | G: -12 | H: 4 | I: 3

(36) CC(=O)Nc1ccc(-c2nnc(SCC(=O)c3ccc4c(c3)Cc3ccccc3-4)n2C)cc1
  A: -1 | B: 2 | C: / | D: / | E: 1.1 | F: -7 | G: 2 | H: -10 | I: -3

(37) O=C(Nc1cccnc1)C1CC(=O)N(c2ccc(F)cc2)C1 (stereo not given)
  A: -5 | B: 1 | C: 4 | D: 0 | E: 0.3 | F: -4 | G: -8 | H: -3 | I: 1

(38) CC1CCCCC12NC(=O)N(CC(=O)OCC(=O)NC(=O)c1ccccc1)C2=O (stereo not given)
  A: 13 | B: 6 | C: 6 | D: -3 | E: 0.6 | F: -1 | G: -9 | H: -10 | I: -7

(39) COc1ccc(/C=C/C(=O)OCC(=O)Nc2ccc(N3CCOCC3)cc2)cc1
  A: 32 | B: 7 | C: 0 | D: 11 | E: 3.9 | F: -3 | G: -20 | H: 9 | I: -3

(40) CCCC(C)C(=O)Nc1nc(C)c(-c2csc(Nc3ccccc3OC)n2)s1 (stereo not given)
  A: 16 | B: 0 | C: -3 | D: -2 | E: -0.1 | F: -4 | G: -27 | H: -20 | I: 2

(41) COc1ccc(CCNC(=O)CN2C(=O)NC(Cc3c[nH]c4ccccc34)C2=O)cc1 (stereo not given)
  A: 12 | B: 6 | C: 3 | D: 13 | E: 0.3 | F: 0 | G: -3 | H: -2 | I: -9

(42) CCO[C@H]1OC(C(=O)N2CCOCC2)=C[C@@H](c2cn(C(C)=O)c3ccccc23)[C@@H]1CCCO
  A: 19 | B: 4 | C: 12 | D: 3 | E: 0.1 | F: -4 | G: -17 | H: -24 | I: -1

(43) COC(=O)c1cccc(Cn2c(Cl)c(/C=N/Nc3ccccc3C)sc2=O)c1
  A: 27 | B: -5 | C: 3 | D: -11 | E: 0.7 | F: -9 | G: -9 | H: 0 | I: 3

(44) COc1cccc(CNC(=O)C23CN(Cc4ccccc4)CC2C(c2ccc([N+](=O)[O-])cc2)=NO3)c1 (stereo not given)
  A: 23 | B: -9 | C: 3 | D: 15 | E: 0.4 | F: -1 | G: -14 | H: 6 | I: 10

(45) COCCN(CCOC)C(=O)c1cc2c(=O)n3ccccc3nc2s1
  A: 10 | B: -2 | C: 1 | D: -2 | E: 0.0 | F: -4 | G: -5 | H: -14 | I: -2

Reprinted at random: two records from the list
Key to letters: A = M1 PAM parental; B = M1 PAM; C = TAAR1 ag; D = TAAR1 antag; E = CHO-K1 Ca ag; F = CHRM1 agonist; G = CHO-K1 Ca antag; H = CHO parental Ca; I = CHRM1 antagonist
(3) Cn1sc(=O)c2cc(S(=O)(=O)NC3CC3)ccc21
  A: 33 | B: 15 | C: 24 | D: -46 | E: 9.9 | F: -1 | G: -25 | H: -15 | I: -17

(39) COc1ccc(/C=C/C(=O)OCC(=O)Nc2ccc(N3CCOCC3)cc2)cc1
  A: 32 | B: 7 | C: 0 | D: 11 | E: 3.9 | F: -3 | G: -20 | H: 9 | I: -3
